# NS3 helicase inh: inhibitors of Hepatitis C virus NS3 helicase; NS3 helicase DNA unwinding, Cy5 molecular beacon fluorescence; AID 1800; inhibition, % at 10.9 µM; actives 0.56% (n = 290,000);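 active = inhibition above the mean of all tested compounds plus 3 SD, set per campaign, cut at about 35% in these data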;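 also: 0% = DMSO wells and 100% = thioflavine S control wells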
#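 Material: hepatitis C virus NS3 helicase domain fragment enzyme; measured by: Cy5 fluorescence, 0 and 60 min reads; control set: DMSO and thioflavine S; incubation: 60 min unwinding reaction at 25 °C after ATP addition; read-out basis: % inhibition from 60/0 min fluorescence ratio, DMSO 0%, thioflavine S 100%; repeats: singlicate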
# CRFBP-R2 block: blocks CRF-induced signaling of the CRF-BP/CRF-R2 complex | HEK293 CRF-R2/CRF-BP, CRF-induced calcium fluorescence | inhibition, % at 11.8 µM | actives 0.59% (n = 350,000);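 active = inhibition of the ligand-induced calcium signal above about 50% at the single tested concentration, limit read from the data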
# GalR3 antagonist: antagonists of human GalR3. O60755. HEK293 GalR3-CNG cAMP membrane potential fluorescence; galR3 body fused to GalR1 C-terminus. inhibition, % at 3 µM. actives 0.44% (n = 360,000). AID 651719;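 active = inhibition above the screen-wide average plus 3 SD, cut at about 13% in these data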;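 also: forskolin and galanin both at EC90 stimulate the cells; cAMP rise reported by CNG channel membrane potential dye signal; 0% = forskolin plus galanin with DMSO and 100% = forskolin alone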
# Target sequence (O60755 1-299 limits assumed): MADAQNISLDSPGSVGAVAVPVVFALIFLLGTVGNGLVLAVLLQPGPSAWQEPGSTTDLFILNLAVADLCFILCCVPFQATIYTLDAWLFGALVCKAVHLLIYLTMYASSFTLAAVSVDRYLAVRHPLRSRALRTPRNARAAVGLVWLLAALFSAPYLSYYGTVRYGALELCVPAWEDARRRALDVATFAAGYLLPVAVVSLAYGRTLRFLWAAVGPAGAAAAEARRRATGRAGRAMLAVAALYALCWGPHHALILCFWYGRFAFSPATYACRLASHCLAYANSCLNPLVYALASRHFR
# MEKK2wt PB1 HTS: raises or lowers MEK5 binding to wildtype human MEKK2 PB1 domain; Q9Y2U5; bead flow cytometry, Alexa488-MEK5 binding to MEKK2 WT; actives lie on both sides; binding response (% of control), % at 10 µM; actives 1.1% (n = 290,000); in the data active = binding response below about 67% or above about 130%
# MEKK3 PB1 HTS: MEKK3-MEK5 PB1 interaction, increase or decrease; bead-based flow cytometry, Alexa488-MEK5 binding to MEKK3; actives lie on both sides; 0 = blocked by unlabeled MEK5, 100 = vehicle; binding response (% of control), % at 10 µM; actives 1.4% (n = 290,000);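 active = binding response more than 3 SD above or below the average of its plate-row segment, actives on both sides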;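 also: Alexa488 bead fluorescence after subtracting the streptavidin-only scavenger bead signal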
# Target sequence (Q99759 whole entry, looked up): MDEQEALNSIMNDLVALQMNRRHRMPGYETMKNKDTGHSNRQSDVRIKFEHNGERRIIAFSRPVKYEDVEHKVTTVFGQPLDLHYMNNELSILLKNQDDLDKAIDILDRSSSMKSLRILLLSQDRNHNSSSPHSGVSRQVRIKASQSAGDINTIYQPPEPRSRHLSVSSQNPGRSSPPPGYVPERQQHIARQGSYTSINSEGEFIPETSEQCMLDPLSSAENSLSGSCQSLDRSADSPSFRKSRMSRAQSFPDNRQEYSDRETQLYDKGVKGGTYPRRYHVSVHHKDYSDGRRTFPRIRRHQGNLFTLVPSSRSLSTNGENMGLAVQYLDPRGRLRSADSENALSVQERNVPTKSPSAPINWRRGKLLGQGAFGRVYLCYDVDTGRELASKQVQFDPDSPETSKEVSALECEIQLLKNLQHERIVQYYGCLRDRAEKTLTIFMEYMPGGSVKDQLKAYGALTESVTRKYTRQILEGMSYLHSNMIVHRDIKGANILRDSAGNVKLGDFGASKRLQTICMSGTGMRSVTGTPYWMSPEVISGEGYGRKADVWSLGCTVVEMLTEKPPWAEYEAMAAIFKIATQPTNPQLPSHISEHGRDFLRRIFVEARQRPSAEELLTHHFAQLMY
# DNA FID counter: counter-screen for HCV NS3 helicase inhibitors: DNA intercalator displacement. DNA fluorescent intercalator displacement, fluorescence. inhibition, % at 7.9 µM. actives 0.17% (n = 290,000); in the data active = inhibition above about 37%;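 also: 0% = vehicle and 100% = reference compound; higher means more ethidium bromide displaced from hairpin DNA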
# CRFBP-R2 agonist: CRF-BP/CRF-R2 complex agonism; actives 0.46% (n = 350,000); AID 588473; activation, % at 13.2 µM; HEK293 CRF-R2/CRF-BP, calcium dye fluorescence (FLIPR); percent of saturating CRF peptide response;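 active = activation of at least 50%, plus an integration ratio under a set limit after plate pattern correction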;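 also: plate controls were neutral control wells without compound for no effect and CRF at EC100 for full effect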
# MEKK2mut PB1 HTS: signal of MEK5 binding to mutant human MEKK2 PB1 domain; percent response, % at 10 µM; bead flow cytometry, Alexa488-MEK5 binding to MEKK2 mutant; actives 0.35% (n = 290,000); in the data active = percent response above about 24%, passing the limit was not always enough; also: inactives centre near 1; some results filed as inactive read as strong as hits
# SUMO HTRF inh: inhibitors of human SUMOylation (UBC9) | P63279 | HTRF SUMOylation assay, SAE1/SAE2 + UBC9, in vitro | inhibition, % at 35 µM | actives 0.36% (n = 290,000); in the data active = inhibition above about 50%, passing the limit was not always enough; also: strong numbers were not always called active
# Target sequence (P63279 whole entry, looked up): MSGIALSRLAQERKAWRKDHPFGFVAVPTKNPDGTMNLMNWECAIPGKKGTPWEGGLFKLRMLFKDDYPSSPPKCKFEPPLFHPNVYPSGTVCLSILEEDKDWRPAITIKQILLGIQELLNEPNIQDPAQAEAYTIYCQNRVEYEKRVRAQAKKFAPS
# Numbers without * were called inactive; . = no result given.
Structure	NS3 helicase inh	CRFBP-R2 block	GalR3 antagonist	MEKK2wt PB1 HTS	MEKK3 PB1 HTS	DNA FID counter	CRFBP-R2 agonist	MEKK2mut PB1 HTS	SUMO HTRF inh
Cn1nnnc1SCC(=O)N1CCN(S(=O)(=O)c2ccccc2)CC1	-16	6	3	92	96	0	2.4	-5	-4
O=C(O)CCCC(=O)NNc1nc(-c2ccccc2)c2cc(Cl)ccc2n1	4	-14	-3	102	104	-37	-0.7	1	7
CC1=C(C(N)=O)C(c2cccc(OCc3ccccc3)c2)n2nnnc2N1 (stereo unspecified)	2	-15	1	107	107	0	-0.3	7	-4
CN(C)CC(C)(C)CNC(=S)NCc1ccc2c(c1)OCO2	-18	27	-3	104	128*	12	3.1	3	10
COc1ccc(OC)c(N(C(=O)c2ccco2)C(C(=O)NC2CCCC2)c2ccc(N3CCOCC3)cc2)c1 (stereo unspecified)	0	-1	-9	96	100	-46	0.9	2	7
Cc1ccc(-c2nc(C#N)c(N3CCC(C(N)=O)CC3)o2)cc1	14	0	-7	101	100	-23	0.3	2	17
COC(=O)c1cc(C)sc1NC(=O)CN1CCN(C(=O)C2CCCO2)CC1 (stereo unspecified)	1	-2	-4	104	105	-43	0.9	7	9
COc1cccc2cc(-c3nnc(-c4ccccc4)o3)c(=O)oc12	3	90*	-2	94	96	14	-1.7	-2	8
CCNC(=O)N1c2ccc(OCC)cc2C(C)=CC1(C)C	12	37	-2	106	100	-6	-1.7	3	7
CC(=O)NNc1cc(C)nc(N)n1	-1	5	-5	90	94	-4	-0.7	-2	22
Cc1c(C(=S)Nc2ccccc2)cnn1-c1ccccc1	-1	-6	-11	.	.	-12	0.5	.	-7
Cc1cccc(-n2c(Cc3ccccc3)nnc2SCc2ccc([N+](=O)[O-])cc2)c1	-12	11	-6	102	102	-31	-0.7	1	-13
COc1ccccc1CNc1ccc([N+](=O)[O-])cc1C	-4	11	-1	90	102	6	-0.6	-12	-1
COc1ccc(NC(=O)C2CCN(c3ncnc4c3nc3n4CCCCC3)CC2)c(OC)c1	-5	9	3	102	100	-48	-3.9	1	4
COC(=O)c1[nH]c2ccc(F)cc2c1NC(=O)CCN1CCN(Cc2ccc3c(c2)OCO3)CC1	-4	15	-7	103	104	1	-0.5	1	-1
CC(NC(=O)c1ccccc1Br)c1nnc(SCC(=O)NC2=NCCS2)n1C (stereo unspecified)	-9	3	-8	98	99	-6	0.1	-1	10
O=C(COc1ccccc1)NCC(=O)N/N=C/c1ccccc1	-8	-14	-1	96	91	-11	-1.2	-2	2
CN(Cc1nc(-c2cnccn2)no1)Cc1n[nH]c2c1CCCCC2	3	-11	-3	95	103	-16	-2.9	3	15
CCOC(=O)Cn1nc(C)n(-c2ccc(C(C)C)cc2)c1=O	3	-6	-5	98	101	-9	-3.5	-4	24
CCOC(=O)c1ccc(S(=O)(=O)NNS(=O)(=O)c2ccc(C)cc2)cc1	-8	15	-11	105	104	-10	-2.2	5	7
Cc1cc(=O)[nH]c(SC(C(=O)O)c2ccccc2)n1 (stereo unspecified)	-6	15	-11	99	101	-1	-1.8	-1	3
COc1ccc(-n2c3c(cc(C(=O)NCc4ccco4)c2=O)C(=O)CC(C)(C)C3)cc1	18	-2	-2	98	96	-36	-0.5	2	21
CCCOc1ccccc1/C=C1/C(=O)ON=C1C	9	9	-7	103	102	1	0.4	3	-6
CSCCNCc1cn(-c2ccc(F)cc2F)nc1-c1ccccc1C	-15	-5	1	116	100	15	2.4	11	-9
CCOC(=O)CN(C(=O)CN1CCC(n2nnc3cc(C)ccc32)CC1)c1ccccc1	3	6	-4	109	104	-28	-0.7	4	-7
COc1ccc(-c2csc(/C=C/c3ccc4c(c3)OCO4)n2)cc1OC	-6	-14	-3	97	96	-5	1.6	8	4
CC(C)(C)c1csc(NC2=NS(=O)(=O)c3ccccc32)n1	-1	-14	0	77	67	-3	2.6	-15	-14
Cc1ccc(C(C(=O)NC2CCCCC2)N(Cc2ccco2)C(=O)Cc2c[nH]c3ccccc23)o1 (stereo unspecified)	-12	32	-9	94	102	-32	0.1	-5	-10
COc1ccccc1/C=N/NC(=O)C(C)Cn1cnc2ccccc21 (stereo unspecified)	3	-11	-3	94	98	-7	1.0	8	5
COC(=O)[C@@H]1C[C@H]1[C@@H](NS(=O)(=O)c1ccccc1)c1ccccc1	-1	-4	-4	99	104	-16	-0.9	1	10

# Sorted by the number under NS3 helicase inh (largest number first): four from the list above.
smiles | NS3 helicase inh
CCNC(=O)N1c2ccc(OCC)cc2C(C)=CC1(C)C | 12
COC(=O)c1[nH]c2ccc(F)cc2c1NC(=O)CCN1CCN(Cc2ccc3c(c2)OCO3)CC1 | -4
O=C(COc1ccccc1)NCC(=O)N/N=C/c1ccccc1 | -8
CSCCNCc1cn(-c2ccc(F)cc2F)nc1-c1ccccc1C | -15

# Next section
Structure	NS3 helicase inh	CRFBP-R2 block	GalR3 antagonist	MEKK2wt PB1 HTS	MEKK3 PB1 HTS	DNA FID counter	CRFBP-R2 agonist	MEKK2mut PB1 HTS	SUMO HTRF inh
COc1cccc(CNC(=O)c2c(C)nn(-c3ccccc3)c2C)c1	14	3	-8	92	96	-23	-0.9	-8	-10
CN(C)CCNC(=O)c1cccc(S(=O)(=O)Nc2ccc(F)cc2)c1	1	11	-5	101	101	5	-2.2	-2	-2
CN(C(=O)/C=C/c1ccco1)c1ccccc1C(=O)O	14	3	-5	86	89	-23	2.4	-10	0
CCOc1ccc(OCC)c(NC(=O)Nc2ccc3c(c2)N(C)C(=O)CS3)c1	-3	21	4	101	102	-17	-1.2	2	-18
CCOC(=O)C1CCN(C(=O)CNC(=O)c2nn(-c3ccc(OC)cc3)c(=O)c3ccccc23)CC1	-4	-9	-9	99	99	-39	-4.4	-2	9
COc1ccc(CNC(=O)C(CC(C)C)NC(=O)c2ccccc2C)cc1 (stereo unspecified)	25	-4	-10	102	103	-15	-2.9	-2	0
CCOC(=O)c1nn(-c2sc(C(=O)OC)c(C)c2C(=O)OC)cc1O	0	2	-1	98	101	-12	-2.5	2	11
CC(C)(C)c1ccc(N2C(=O)CC(C/C=C/c3ccccc3)C2=O)cc1 (stereo unspecified)	-3	-6	3	82	78	3	-0.8	-11	6
O=C(NC(=S)NCC1CCCO1)c1ccc(Br)o1 (stereo unspecified)	8	2	-3	73	70	-5	0.1	-21	17
CCc1ccc(NC(=O)NNC(=O)CCc2ccccc2)cc1	3	5	0	98	101	-19	-0.6	0	0
CCc1nn(CC(=O)NCCCN2CCN(C)CC2)c(=O)c2cc3sc(C)cc3n12	-6	-1	1	101	102	8	-0.5	0	7
O=C(Nc1ccccc1O)C(c1ccccc1)c1ccccc1	-19	-7	55*	100	104	-6	1.7	3	-19
Cc1nc2scc(C)n2c(=O)c1S(=O)(=O)Nc1ccc(OC(F)(F)F)cc1	-2	-41	-3	94	96	-15	6.0	1	.
COc1ccccc1N1CCN(/N=C\c2ccc(C)o2)CC1	-1	-2	-1	114	115	-11	0.3	6	2
CCOC(=O)c1cccc(NC(=O)c2c(N)n(C)c(=O)[nH]c2=O)c1	.	-11	.	107	101	.	-1.9	7	.
CCc1ccc[n+](-c2[nH]c(=O)sc2/C=N/N=C(\[O-])c2cccnc2)c1	16	-5	-5	96	97	-5	1.8	-1	-6
CCCN1CNC(=S)N(c2ccccc2C)C1	4	5	-8	96	100	-8	-1.0	-1	15
COc1nc(NC(C)=O)nc(C)c1Br	-3	.	6	98	100	0	.	1	20
CC1=C(C(=O)OCC2CCCO2)C(c2ccc(C)cc2)C2=C(CC(C)(C)CC2=O)N1 (stereo unspecified)	3	8	3	102	104	-34	-3.1	-1	11
O=C(N/N=C/C=C/c1ccco1)c1cccnc1	3	-5	-3	109	108	-4	3.1	3	31
Cc1ccc2cn[nH]c2c1NC(=S)NC(=O)c1ccccc1	7	-15	-3	93	99	-16	-1.3	-4	6
CC(NC(=S)Nc1ccc(OC(F)F)cc1OC(F)F)C(C)(C)C (stereo unspecified)	11	1	-8	95	95	-12	-0.9	-1	-5
c1ccc(-c2ccccc2OCCN2CCOCC2)cc1	7	10	0	95	94	14	-2.4	-3	-33
CCN(CC(=O)NCc1ccc(Cl)cc1)C(=O)CN1C(=O)NC(CC)(c2ccccc2)C1=O (stereo unspecified)	-8	9	-1	104	103	-48	-1.3	2	16
Cc1sc2ncnc(N3CCN(S(=O)(=O)c4ccc(Br)cc4)CC3)c2c1C	-7	-6	-1	104	104	-8	1.6	2	-12
COc1ccc(C(=O)OCC(=O)NC(C)CCc2ccccc2)cc1OC (stereo unspecified)	-5	-3	-10	107	109	-32	-5.0	8	12
CC(C)(C)c1ccc(S(=O)(=O)Nc2ccc(Cc3ccncc3)cc2)cc1	-14	-44	-11	105	105	-10	16	0	-8
O=c1cc(CS(=O)(=O)c2ccccc2)nc(-c2ccncc2)[nH]1	6	-5	1	98	103	-6	-3.2	-3	4
CC(C)CNC(=O)COC(=O)CCC(=O)c1ccc(F)cc1	-6	3	-6	95	96	-4	2.5	-2	-3
COC(=O)c1ccccc1NC(=O)COC(=O)c1ccccc1N=Nc1ccc(N(C)C)cc1	-11	-5	-5	97	96	4	-3.5	-2	-3

# Retrieved by structure from the entries so far (2):
Structure	NS3 helicase inh	CRFBP-R2 block	GalR3 antagonist	MEKK2wt PB1 HTS	MEKK3 PB1 HTS	DNA FID counter	CRFBP-R2 agonist	MEKK2mut PB1 HTS	SUMO HTRF inh
CCOC(=O)c1nn(-c2sc(C(=O)OC)c(C)c2C(=O)OC)cc1O	0	2	-1	98	101	-12	-2.5	2	11
CCN(CC(=O)NCc1ccc(Cl)cc1)C(=O)CN1C(=O)NC(CC)(c2ccccc2)C1=O (stereo unspecified)	-8	9	-1	104	103	-48	-1.3	2	16

# Continuation.
Structure	NS3 helicase inh	CRFBP-R2 block	GalR3 antagonist	MEKK2wt PB1 HTS	MEKK3 PB1 HTS	DNA FID counter	CRFBP-R2 agonist	MEKK2mut PB1 HTS	SUMO HTRF inh
Cc1ccc(S(=O)(=O)N2CCC(C(=O)NNS(=O)(=O)c3ccc(Cl)cc3)CC2)cc1	9	14	-4	103	103	-22	0.8	5	-6
CC(=O)Nc1ccc(S(=O)(=O)Nc2ccc(S(=O)(=O)N3CCCCCC3)cc2)cc1	-4	-2	-3	107	109	4	-0.6	4	-5
N#C/C(=C/c1cccs1)c1ccccn1	-7	-6	3	89	91	-5	-1.9	-5	5
CCOC(=O)c1c(C)[nH]c(C)c1S(=O)(=O)N(C)CC(=O)Nc1cccc(C)n1	15	3	-9	89	92	-14	-0.5	-11	4
COc1ccc(-c2nc3nc(C)cc(=O)n3[nH]2)cc1	-2	10	-2	101	98	1	-1.0	3	4
CCOC(=O)Nc1cccc2ccccc12	1	16	-3	96	97	4	-2.1	1	19
CC(=O)N(CCc1ccccc1)Cc1cc2ccc(C)c(C)c2[nH]c1=O	32	-20	2	104	104	-37	8.7	1	1
CCN1CCN(CCCNC(=O)C2CCN(c3nnc(-n4c(C)ccc4C)s3)CC2)CC1	6	7	-3	107	99	-1	-0.1	2	4
Cc1ccc(C(=O)c2cc(C)sc2N)cc1	2	12	-5	98	99	-6	1.0	-1	-5
CCCOc1ccccc1/C=C1\SC(N2CCCCC2)=NC1=O	-2	4	-7	102	102	-38	-1.1	1	-2
O=C(COc1ccccc1Br)Nc1ccccc1C(F)(F)F	-6	-15	-7	99	105	-5	4.0	-6	-29
O=[N+]([O-])c1ccc(/C=N/n2c(-c3ccccc3)n[nH]c2=S)cc1	10	17	-10	109	106	-3	-4.5	9	-2

# A portion of the library; rates above refer to the full screens.
